Screening data as filed in PubChem.
EBI2 antag: EBI2 (human) antagonism; P32249; EBI2 beta-arrestin recruitment, luminescence, 7a,25-OHC stimulated; inhibition, % at 5 µM; 0.81% of 360,000 active; AID 651636; in the data active = inhibition above about 38%;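 note: enzyme fragment complementation signal reports receptor beta-arrestin coupling in cells; 0% = agonist plus DMSO wells and 100% = wells without agonist; some results beyond the cut were filed as inactive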
CCR6 antagonist: blocks CCL20-driven beta-arrestin recruitment at human CCR6 | CHO-K1 CCR6 PathHunter beta-arrestin, luminescence, CCL20-stimulated | inhibition, % at 20 µM | 0.49% of 340,000 active | AID 493098;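 active = compounds whose inhibition of the agonist-driven luminescence signal at 20 µM reaches about 50%, limit read from the data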;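 note: cells stimulated with CCL20 at 14 nM final; plate controls were DMSO with CCL20 for no effect and DMSO without agonist for full effect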
UPR CHOP act: activators of apoptotic arm of unfolded protein response (CHOP); CHO-CHOP luciferase reporter, UPR activation, luminescence; percent of tunicamycin response over DMSO baseline; activation, % at 10 µM; 0.34% of 330,000 active; AID 449763;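 active = at 10 µM dose, activation of 40% or more, normalized to positive control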;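 note: 100% = tunicamycin at 10 µg/mL and 0% = DMSO alone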
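System: CHO-CHOP luciferase reporter cell line | Buffer or medium: F12 medium containing 10% fetal bovine serum | Doses: One dose, 10 µM in 0.5% DMSO | Times: 6 h compound exposure at 37 °C after overnight seeding | Signal: Luciferase luminescence | Read-out: % activation vs tunicamycin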
CXCR6 block: blocks human CXCR6 beta-arrestin recruitment | AID 602244 | 0.36% of 360,000 active | CHO-K1 PathHunter CXCR6 beta-arrestin, luminescence | O00574 | inhibition, % at 20 µM; in the data active = inhibition above about 34%, passing the limit was not always enough;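 note: antagonist mode with CXCL16 agonist at 10 nM final; 0% = 10 nM CXCL16 with DMSO and 100% = unstimulated wells without agonist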
Gli-Sufu antag: antagonists of Gli-Sufu signaling; Sufu-KO-LIGHT fibroblasts, Gli luciferase reporter luminescence; inhibition, % at 5 µM; 0.74% of 340,000 active; AID 588413;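 active = inhibition above about 55%, limit read from the data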;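 note: 0% = DMSO-treated cells and 100% = wells with medium but no cells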
697 NFkB inh: lowers PMA/ionomycin-induced NF-kB signal in 697 B cells. AID 435022. 0.33% of 330,000 active. inhibition, % at 4 µM. 697 B-cell NF-kB luciferase reporter, 16 h; in the data active = inhibition above about 35%
Mdm2 MdmX PPI: disrupts the human Mdm2-MdmX interaction; inhibition, % at 8 µM; 3% of 330,000 active; AID 485346; O15151+Q00987; SaOS-2 split-luciferase Mdm2/MdmX complementation, luminescence;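 active = inhibition of at least 50% at 8 µM in the primary screen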
Target sequence (O15151 whole entry, looked up): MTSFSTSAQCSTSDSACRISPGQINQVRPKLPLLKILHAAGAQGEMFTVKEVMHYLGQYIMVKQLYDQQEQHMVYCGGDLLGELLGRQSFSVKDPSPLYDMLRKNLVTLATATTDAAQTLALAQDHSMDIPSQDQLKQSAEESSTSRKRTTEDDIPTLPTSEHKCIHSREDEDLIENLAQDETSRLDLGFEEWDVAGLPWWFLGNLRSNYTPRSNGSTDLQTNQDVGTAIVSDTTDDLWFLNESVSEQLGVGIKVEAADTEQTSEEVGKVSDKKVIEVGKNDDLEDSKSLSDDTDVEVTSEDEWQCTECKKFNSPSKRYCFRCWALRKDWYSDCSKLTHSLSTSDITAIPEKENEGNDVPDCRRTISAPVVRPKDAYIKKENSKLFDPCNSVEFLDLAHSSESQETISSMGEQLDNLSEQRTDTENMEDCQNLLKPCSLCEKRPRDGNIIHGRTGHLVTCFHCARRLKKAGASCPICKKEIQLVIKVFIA
Target sequence (Q00987 whole entry, looked up): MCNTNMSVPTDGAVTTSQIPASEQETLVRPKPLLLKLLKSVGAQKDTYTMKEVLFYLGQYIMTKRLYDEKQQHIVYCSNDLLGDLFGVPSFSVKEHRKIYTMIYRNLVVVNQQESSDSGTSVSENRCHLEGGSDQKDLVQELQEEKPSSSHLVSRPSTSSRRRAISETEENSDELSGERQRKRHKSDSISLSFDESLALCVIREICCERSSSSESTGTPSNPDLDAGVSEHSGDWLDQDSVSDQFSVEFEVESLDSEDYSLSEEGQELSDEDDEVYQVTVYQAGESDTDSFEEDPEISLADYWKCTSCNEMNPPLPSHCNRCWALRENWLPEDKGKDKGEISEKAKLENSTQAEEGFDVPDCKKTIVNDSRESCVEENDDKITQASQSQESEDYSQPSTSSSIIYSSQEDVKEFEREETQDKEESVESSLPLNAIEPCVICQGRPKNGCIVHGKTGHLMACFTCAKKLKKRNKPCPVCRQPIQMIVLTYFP
UPR XBP1 act: activators of adaptive arm of unfolded protein response (XBP1). CHO-XBP1 luciferase reporter, IRE1-XBP1 UPR activation, luminescence; percent of tunicamycin response, DMSO as zero. AID 463104. 0.33% of 330,000 active. activation, % at 20 µM;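 active = versus positive control, 20 µM dose yields 30% or more activation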;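 note: 100% = tunicamycin at 10 µg/mL and 0% = DMSO only wells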
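Assay system: IRE1-XBP1 luciferase reporter CHO line. Input: 1000 cells/well. Buffer or medium: F12 with 10% serum. Doses: 20 µM, 1% DMSO. Times: overnight seeding at 37 °C, 6 h compound treatment at 37 °C. Technique: Steady-Glo luciferase glow luminescence, 10 min after reagent addition.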
Jurkat NFkB inh: lowers PMA/ionomycin-induced NF-kB signal in Jurkat cells; PMA/ionomycin-induced NF-kB luciferase reporter, luminescence; inhibition, % at 4 µM; 0.53% of 330,000 active; in the data active = inhibition above about 50%
An asterisk follows results filed as active; x = no result given.

SMILES	EBI2 antag	CCR6 antagonist	UPR CHOP act	CXCR6 block	Gli-Sufu antag	697 NFkB inh	Mdm2 MdmX PPI	UPR XBP1 act	Jurkat NFkB inh
Cc1ccc(NC(=S)NCc2ccccc2)cc1C	-1	6	0.4	-10	-4	20	-2	1	-8
Cc1cc(C)cc(CC2CC(=O)N(c3ccc(Cl)cn3)C2=O)c1 (stereo not drawn)	-10	6	-1.2	6	1	13	-57	0	6
O=C1CC(c2ccccc2)CC(O)=C1C=NCc1ccccc1 (stereo not drawn)	-2	17	1.0	0	3	-2	-2	0	-7
CCN(CC)S(=O)(=O)c1cc(NS(=O)(=O)c2cccs2)ccc1C	5	9	-0.3	0	2	6	15	-5	13
Cc1cccc(C)c1NC(=O)CN1CCN(CCCC(c2ccc(F)cc2)c2ccc(F)cc2)CC1	20	26	7.9	-4	0	-12	60*	1	11
O=C1NC(Cc2ccccc2)c2nc3ccc(Cl)cc3c(=O)n2-c2ccccc21 (stereo not drawn)	x	x	-1.1	x	x	-3	-20	2	8
CCCCNC(=O)N1CCOCCOCCN(C(=O)NCCCC)CCOCCOCC1	-13	14	-3.7	4	4	2	10	-1	-7
CCN1C(=O)[C@H]2[C@@H](c3ccc(C)cc3)N3C(=O)N(c4ccc(C)cc4)C(=O)[C@@]3(Cc3ccc(Cl)cc3)[C@H]2C1=O	7	8	-0.2	-8	-2	2	27	0	7
COc1ccccc1-c1ccc(SCC(=O)NC2CCCCC2)nn1	19	19	0.2	-1	-4	0	24	-3	8
O=C(CCc1ccccc1)N1CCN(c2ccccc2F)CC1	-2	-1	-2.0	4	2	0	4	-1	-17
CN(c1ccccc1)S(=O)(=O)c1cccc(NC(=O)CSc2nnc(C3CC3)n2C)c1	-7	3	0.7	9	-1	3	-4	-3	-2
CCc1ccc(S(=O)(=O)Nc2ccc(-c3ccc4nncn4n3)cc2)s1	-11	4	1.9	4	-7	14	-18	-2	12
CCOC(=O)Nc1ccc2c(c1)N(C(=O)C(C)N1CCCC1)c1ccccc1CC2 (stereo not drawn)	-27	-14	-4.2	-6	8	11	-20	-3	2
COC(=O)c1cc(OC)c(OC)cc1NC(=O)CSc1ccccc1	-1	15	-1.8	5	-7	14	15	0	6
CCOC(=O)C1CCN(c2c([N+](=O)[O-])c(C(Cl)Cl)nn2-c2ccccc2)CC1	5	3	-1.9	6	-4	-57	-21	-5	-10
COc1ccc(OC)c(CN2CCN(C(=O)c3cccs3)CC2)c1	-6	2	-0.9	-2	10	2	10	-3	4
CC(=O)N(c1ccccc1C)c1ccccc1C	2	11	x	5	-1	x	x	x	x
O=C(CSc1cn(CC(=O)N2CCCCC2)c2ccccc12)NCC1CCCO1 (stereo not drawn)	-10	-11	0.4	-5	-3	11	3	0	-2
Cc1cc(C)c(C#N)c(N2CCN(CCOc3ccc(Cl)cc3)CC2)n1	32	2	-2.1	-6	8	3	20	-3	-16
CC(OC(=O)c1ccc(Cl)nc1)C(=O)NC1CCCC1 (stereo not drawn)	-7	1	3.3	-6	-1	7	-11	-1	-1
CCN(CC)CCCNC(=O)CCc1ccccc1	7	26	0.6	-1	5	0	27	1	13
CC(=O)Nc1ccc(S(=O)(=O)/N=C2/NC(=O)/C(=C\c3ccco3)S2)cc1	-2	3	0.4	2	-9	18	-10	-1	1
COc1ccc(C2C3=C(CCCC3=O)N(CC(=O)O)C3=C2C(=O)CCC3)cc1	-12	-16	4.6	-16	x	6	17	-3	-2
O=C(CN(c1ccc(F)cc1)S(=O)(=O)c1ccc2c(c1)OCCO2)NCc1ccncc1	-4	2	-1.0	-4	4	11	-4	3	10
COc1ccc(C(=O)NC(C(=O)NCC2CCCO2)C(C)C)cc1 (stereo not drawn)	-5	-5	0.2	0	28	25	32	-1	-2
Cc1cc(C)n(-c2nnc(C)n2/N=C/c2ccco2)n1	0	36	0.0	0	53	12	20	0	5
Cc1ccc(NC(=O)C2CCN(S(=O)(=O)c3ccc(C(C)(C)C)cc3)CC2)cc1S(=O)(=O)N1CCOCC1	-6	-1	x	1	0	x	x	x	x
Cc1ccc(C2=NNC(C(O)C(O)C(O)C(C)O)S2)cc1 (stereo not drawn)	5	0	6.8	3	-57	-48	-56	3	-34
COc1ccc(OC)c(S(=O)(=O)N2CCCC(N3CCN(c4ccccc4)CC3)C2)c1 (stereo not drawn)	5	3	-0.6	11	33	-28	3	-5	4
CCC(c1nnc(SCC(=O)NCCc2ccc(Cl)cc2Cl)o1)N(C)C (stereo not drawn)	23	14	-3.3	-2	9	0	-18	-3	-7
O=C(Cc1c(Cl)cccc1Cl)NCCc1ccc(Cl)cc1	13	-4	2.4	-1	-3	1	16	-3	5
CCN(C(=O)c1cc2c(=O)[nH]c3ccc(C)cc3c2s1)c1ccccc1F	5	10	-0.3	3	-16	-15	21	1	-22
CCOc1ccc(S(=O)(=O)N(C)CCO)cc1-c1nc2c(C(C)(C)C)nn(C)c2c(=O)[nH]1	-6	12	1.1	-2	13	-4	4	1	-15
Cc1ccc(OCC(=O)O/N=C(\N)Cc2ccc([N+](=O)[O-])cc2)cc1C	-11	2	1.1	5	8	7	16	-2	6
Cc1ccc2[nH]c3c(=O)n(CCCN4CCN(C)CC4)cnc3c2c1	-7	10	-0.7	0	-10	-1	20	-1	-10
Cc1ccc(-c2ccc(/C=N/n3cnnc3)o2)cc1Cl	2	2	-0.4	-5	10	-15	-35	-1	-21
CCC(C)NC(=O)C1(O)c2ccccc2NC(=O)N1c1ccc(C)c(C)c1 (stereo not drawn)	-12	9	0.1	-10	0	9	-1	-1	5
O=C(NC(=S)N1CCCC1)c1cccc([N+](=O)[O-])c1	0	6	-0.2	-6	6	-12	-3	-4	16
C[n+]1cccc(C(=O)O)c1	-1	-1	x	-4	-4	x	x	x	x
CC(Nc1n[nH]c(=O)[nH]c1=O)C(=O)N/N=C/c1ccccc1 (stereo not drawn)	10	0	0.1	-12	-1	17	-15	0	8

Quoted from above for reference:
SMILES	EBI2 antag	CCR6 antagonist	UPR CHOP act	CXCR6 block	Gli-Sufu antag	697 NFkB inh	Mdm2 MdmX PPI	UPR XBP1 act	Jurkat NFkB inh
CCC(C)NC(=O)C1(O)c2ccccc2NC(=O)N1c1ccc(C)c(C)c1 (stereo not drawn)	-12	9	0.1	-10	0	9	-1	-1	5
O=C(NC(=S)N1CCCC1)c1cccc([N+](=O)[O-])c1	0	6	-0.2	-6	6	-12	-3	-4	16
C[n+]1cccc(C(=O)O)c1	-1	-1	x	-4	-4	x	x	x	x
CC(Nc1n[nH]c(=O)[nH]c1=O)C(=O)N/N=C/c1ccccc1 (stereo not drawn)	10	0	0.1	-12	-1	17	-15	0	8

Going on with the list.
SMILES	EBI2 antag	CCR6 antagonist	UPR CHOP act	CXCR6 block	Gli-Sufu antag	697 NFkB inh	Mdm2 MdmX PPI	UPR XBP1 act	Jurkat NFkB inh
O=[N+]([O-])c1ccc(COc2ccc(-c3[nH]ncc3-c3ccc(Cl)cc3)c(O)c2)cc1	1	1	2.2	0	7	14	82*	0	13
O=C(CN1CCCC1)NC12CC3CC(CC(C3)C1)C2	-8	2	-1.5	4	2	-8	3	-1	0
Cc1ccc(C)c(NC(=O)CN(C)C(=O)c2sccc2C)c1	3	5	-1.0	6	0	-19	6	-1	3
COc1cccc(N/C(N)=N/c2nc(CSc3ccccn3)cc(=O)[nH]2)c1	x	x	0.8	x	x	-45	52*	14	58*
Cc1cc(Nc2ccccc2)c2c([N+](=O)[O-])c(C)cc(C)c2n1	0	16	-2.6	2	12	-26	13	6	-14
COC(=O)CNC(=O)Cn1c(=O)n(Cc2ccc(F)cc2)c(=O)c2sccc21	-8	-7	2.1	0	12	-29	-5	-3	3
CCN(CC(=O)NCc1cccs1)C(=O)/C=C/c1cc(Br)ccc1OC(F)F	7	12	1.6	3	54	26	-20	0	1
Cc1cc(C(=O)Nc2ccccc2C)on1	6	9	0.3	2	-13	-13	-3	-3	-4
CC1(C)CC(=O)C(C=N)=C(O)C1	4	-19	-0.3	-4	5	-1	29	1	-6
Nc1cc([N+](=O)[O-])ccc1Nc1ccccc1	18	37	0.2	20	34	-2	13	-1	-8
C#Cc1ccc(CN2CCC(Oc3ccc(C(=O)NCc4ccccn4)cc3)CC2)cc1	-4	4	-1.1	5	-18	12	30	0	4
NC(=S)NNc1cccc2cccnc12	-6	23	-0.5	8	-2	-4	32	2	12
CCOCCCNC(=O)CNC(=S)N(Cc1ccc(C)cc1)Cc1ccco1	4	-5	1.1	-1	8	15	10	0	12
COc1ccc(Cc2nc(-c3cccc(C)c3)no2)cc1	5	-2	2.0	5	-43	-44	-50	4	-46
CCOc1ccccc1NC(=O)C(OC(=O)c1cc(C)oc1C)c1ccccc1 (stereo not drawn)	3	26	-1.0	6	1	4	13	0	-1
Cc1oc(-c2ccccc2F)nc1CSCC(=O)NC1CCC(C)CC1 (stereo not drawn)	12	19	1.7	3	-5	-21	1	-2	-1
CCN(C(=O)COc1ncnc2ccc(Br)cc12)C1CCS(=O)(=O)C1 (stereo not drawn)	-8	-2	2.0	4	26	-8	29	1	-5
CN(C(=O)C1CCC(=O)N(C2CC2)C1)C1CCCCC1 (stereo not drawn)	6	-7	1.5	0	2	8	-4	-4	4
CCCCNS(=O)(=O)c1ccc2nc(SCC(N)=O)[nH]c2c1	3	1	-1.4	3	-2	8	-30	0	-22
CCOC(=O)Cc1csc(NS(=O)(=O)c2ccc(C(F)(F)F)cc2)n1	3	5	0.7	6	11	4	-1	-2	-5
CC1CCCC(C)N1C(=O)COC(=O)Cn1cnc2c1c(=O)n(C)c(=O)n2C (stereo not drawn)	-5	-2	-1.5	0	-2	1	-15	-1	0
CCCCNC(=O)C1CCN(S(=O)(=O)c2cnc[nH]2)CC1	8	-2	-0.1	-1	3	-9	-27	-1	-8
Cc1ccc(N(CC(N)=O)C2SC(=O)N(Cc3cccc(C(=O)O)c3)C2=O)cc1 (stereo not drawn)	-3	6	0.5	8	8	15	1	7	5
CN(C)C(=O)COC(=O)c1cc(Cl)cc(Cl)c1N	0	2	-0.3	-6	2	14	-31	2	8
CCN1CCCC1CNc1ccc(S(C)(=O)=O)cc1[N+](=O)[O-] (stereo not drawn)	0	15	0.4	10	-4	-1	5	9	-15
C#CCNC(=O)C1=C[C@H](c2coc3ccccc3c2=O)C[C@H](OCc2ccc(CO)cc2)O1	8	6	-2.2	-5	0	4	4	1	14
CC1c2[nH]c3ccccc3c2C[C@H]2C(=O)N(CCO)CC(=O)N12 (stereo partly drawn)	0	-5	-0.6	-8	3	15	30	0	8
COc1ccccc1C(=O)COC(=O)CN1C(=O)c2ccccc2C1=O	-17	0	-0.5	0	0	6	13	0	11
CCCN(CCC)Cc1c(C(=O)N/N=C/C(C)=C\c2ccccc2)nnn1-c1nonc1N	21	8	2.4	-1	0	-23	22	20	-21
O=C(CSc1cn(CCNC(=O)c2c(F)cccc2F)c2ccccc12)NCC1CCCO1 (stereo not drawn)	-1	14	1.1	3	4	7	16	-4	8
COc1ccccc1N1CCN(C(=O)c2cc(C(=O)N3CCN(c4ccccc4OC)CC3)cc([N+](=O)[O-])c2)CC1	4	3	0.0	-3	4	2	26	-4	-12

Sorted by molecular weight (lowest first): part of the list above
SMILES	EBI2 antag	CCR6 antagonist	UPR CHOP act	CXCR6 block	Gli-Sufu antag	697 NFkB inh	Mdm2 MdmX PPI	UPR XBP1 act	Jurkat NFkB inh
NC(=S)NNc1cccc2cccnc12	-6	23	-0.5	8	-2	-4	32	2	12
Cc1cc(Nc2ccccc2)c2c([N+](=O)[O-])c(C)cc(C)c2n1	0	16	-2.6	2	12	-26	13	6	-14
COC(=O)CNC(=O)Cn1c(=O)n(Cc2ccc(F)cc2)c(=O)c2sccc21	-8	-7	2.1	0	12	-29	-5	-3	3
